# Screens deposited in PubChem by several laboratories.
# MRP1 act: activates MRP-1 | H69AR cells + doxorubicin, viability rescue, CellTiter-Glo | viability increase, % at 10 µM | hit rate 0.61% among 140,000;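 active = viability gain under doxorubicin at or above a set limit, the compound median plus 3 SD, cut at about 4.7% in these data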;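 note: MRP-1 overexpressing cells given doxorubicin 25 µM after compound pretreatment; 18-22 h compound pretreatment then 72 h with doxorubicin before readout; 0% = doxorubicin-only wells and 100% = vehicle-treated cells without doxorubicin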
# E-sel TNF inh: TNF alpha driven E-selectin expression inhibition; HUVEC TNFa-induced E-selectin immunofluorescence, high content; inhibition, % at 2 µM; hit rate 0.71% among 120,000; AID 1246;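 active = inhibition above the batch mean plus 3 SD, and confirmed as a hit on visual image review, cut at about 43% in these data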;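 note: 0% = TNF-stimulated DMSO wells and 100% = unstimulated control wells; not every result past the cut was called active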
# HCT116 PTEN-null: PTEN-deleted cell growth suppression. HCT116 PTEN-null viability, CellTiter-Glo, 60 h; active compounds read low. viability, % at 10 µM. hit rate 1.2% among 140,000. AID 827;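 active = viability at or below a set limit, 4 SD under the median of all tested compounds, cut at about 3.7% in these data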;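 note: PTEN knockout HCT116 line with beta catenin targeted HCT116 as companion control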
# Yeast lifespan up: yeast lifespan extension; S. cerevisiae growth with nicotinamide, OD615; deaD strain in restrictive glucose medium; inhibition of the nicotinamide effect, % at 10 µM; hit rate 0.68% among 130,000; AID 775;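 active = inhibition above a set limit, placed 3 SD over the median of all compounds, cut at about 26% in these data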;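 note: 0% = nicotinamide-treated wells and 100% = cells grown without nicotinamide; some compounds called inactive have numbers as strong as hits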
#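 Test system: DeaD-strain S. cerevisiae / Buffer or medium: restrictive glucose medium / Also added: nicotinamide 1.5 mM / Doses: one concentration, 10 µM, DMSO 0.25% / Schedule: 48 h at 30 °C / Signal: OD615 measurement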
# Measles CPE: protection of cells from measles virus. Measles virus-infected cells, CPE protection, absorbance. protection (pct of control), % at 4 µM. hit rate 1.5% among 140,000. AID 841; in the data active = protection mostly above about 24%, no sharp cut-off; inactive = mostly below about 26%; note: some compounds called inactive have numbers as strong as hits
# Phagocyt inh: macrophage phagocytosis inhibition | hit rate 0.07% among 110,000 | J774A.1 macrophage IgG-bead phagocytosis, imaging | inhibition, % at 5 µM;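 active = inhibition above the mean of the plate negative controls plus 5 SD, cut at about 13% in these data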;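 note: phagocytic index as fraction of beads internalized from green versus red external bead signal; plate controls were DMSO negative control for no effect and cytochalasin-D positive control for full effect; some results beyond the cut were filed as inactive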
# NPY Y2 blocker: blocks the human neuropeptide Y Y2 receptor | P49146 | hit rate 0.99% among 140,000 | inhibition, % at 2.7 µM | NPY-Y2 expressing cells, antagonist mode | AID 793; in the data active = inhibition above about 17%;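 note: 0% = vehicle with agonist challenge and 100% = reference antagonist with challenge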
# Target sequence (P49146 whole entry, looked up): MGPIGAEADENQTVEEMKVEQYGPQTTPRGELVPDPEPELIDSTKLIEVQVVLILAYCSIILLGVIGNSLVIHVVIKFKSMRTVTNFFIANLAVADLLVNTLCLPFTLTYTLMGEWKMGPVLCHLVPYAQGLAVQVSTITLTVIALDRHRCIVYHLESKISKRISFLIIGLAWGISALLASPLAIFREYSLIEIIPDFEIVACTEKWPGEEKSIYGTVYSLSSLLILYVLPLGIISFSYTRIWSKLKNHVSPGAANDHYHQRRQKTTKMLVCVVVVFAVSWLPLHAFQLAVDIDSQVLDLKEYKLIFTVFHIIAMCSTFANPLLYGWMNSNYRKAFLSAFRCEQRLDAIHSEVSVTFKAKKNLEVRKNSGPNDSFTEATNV
# HCT116 bCat-KO: beta-catenin-lacking colon tumor cell growth suppression; HCT116 beta-catenin knockout viability, CellTiter-Glo, 60 h; active compounds read low; viability, % at 10 µM; hit rate 1.5% among 140,000;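 active = viability at or under a set limit, the compound median less 4 SD, cut at about 6% in these data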;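 note: 0% = Hyamine 1622 control at 20 µM and 100% = untreated cell control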
# GALR2 antag: blocks the human galanin receptor 2 | O43603 | GALR2-expressing cells, antagonist mode | inhibition, % at 4 µM | hit rate 0.39% among 140,000; in the data active = inhibition above about 27%;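 note: cells stimulated with galanin 1-16 at roughly its EC80; 0% = agonist challenge control and 100% = basal control without agonist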
# Target sequence (O43603 whole entry, looked up): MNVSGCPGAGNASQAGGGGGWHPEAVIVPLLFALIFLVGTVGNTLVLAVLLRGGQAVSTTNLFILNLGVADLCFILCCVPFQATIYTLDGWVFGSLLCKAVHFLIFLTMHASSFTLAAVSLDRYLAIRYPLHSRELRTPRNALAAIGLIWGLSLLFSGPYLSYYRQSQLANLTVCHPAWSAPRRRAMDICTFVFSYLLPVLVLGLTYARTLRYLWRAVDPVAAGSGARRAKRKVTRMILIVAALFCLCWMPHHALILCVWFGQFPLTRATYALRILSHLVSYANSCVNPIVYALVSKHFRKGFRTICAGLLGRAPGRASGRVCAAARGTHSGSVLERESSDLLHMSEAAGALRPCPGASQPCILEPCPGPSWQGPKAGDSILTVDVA
# Yeast growth inh: yeast BB579 growth reduction in restrictive medium; AID 804; S. cerevisiae BB579 growth, OD615, 48 h; hit rate 0.51% among 140,000; inhibition, % at 10 µM;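 active = inhibition above a set limit, 3 SD over the mean compound inhibition, cut at about 44% in these data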; note: inactives centre near -24
#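 controls = amphotericin B 10 µg/mL, positive | assay system = DeaD yeast strain BB579 | schedule = 48 h compound exposure at 30 °C after 4 h preincubation | detection = OD615 turbidity measurement | medium = restrictive CSMM-D medium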
# An asterisk follows results filed as active; · = no result given.
1	Cc1ccc(-c2noc(CCC(=O)NC3CCCc4ccccc43)n2)cc1 (configuration not stated)
2	O=S(=O)(NCc1ccncc1)c1ccc(Br)s1
3	CC(C)Oc1nnnn1-c1ccccc1
4	Cc1ccc(C(C)C)c(OCCCN(C)Cc2ccccc2)c1
5	CC1CCN(S(=O)(=O)c2cnc(Cl)c(Br)c2)CC1
6	Cc1cc(C)cc(Nc2ccc(C(=O)O)cc2N)c1
7	Fc1ccccc1CSc1nnnn1-c1ccc2c(c1)OCO2
8	O=C(NC1=NCCS1)c1cc(-c2ccc(-c3ccccc3)cc2)nc2ccccc12
Compound	1	2	3	4	5	6	7	8
MRP1 act	0.2	1.2	0.7	-3.5	-3.1	-2.3	-0.5	-1.3
E-sel TNF inh	-26	-31	-14	-7	·	-17	-6	1
HCT116 PTEN-null	87	33	104	76	88	97	81	76
Yeast lifespan up	-4	16	-13	-2	8	-6	-8	-6
Measles CPE	12	6	4	16	8	9	20	1
Phagocyt inh	4	-2	-3	5	1	·	-1	-8
NPY Y2 blocker	14	3	1	12	1	1	4	-1
HCT116 bCat-KO	80	23	105	67	94	93	85	74
GALR2 antag	3	37*	1	-6	17	-5	0	-2
Yeast growth inh	-64	4	-14	2	-22	-29	4	-25

9	COc1ccc(-c2nnc(SCC(=O)N3CCOCC3)o2)cc1OC
10	O=C(Nc1nc2ccccc2s1)C1=NN(c2ccccc2)C(=O)CC1
11	COc1ccc(C(CC(=O)c2ccccc2)C2CCCCC2=O)cc1 (configuration not stated)
12	COc1ccc(NC(=O)COC(=O)c2ccc(NS(=O)(=O)/C=C/c3ccccc3)cc2)cc1
13	Cc1cccc(NC(=O)c2cc(NC(=O)c3ccco3)ccc2N2CCCCC2)c1
14	C/C(N)=C(/C#N)C(=O)COC(=O)c1ccc(C)c(S(=O)(=O)N2CCCCC2)c1
15	COCCN(CCOC)S(=O)(=O)c1ccc(C(=O)NCCCN2CCOCC2)cc1
16	COc1ccc(C(C)=O)cc1CN(C)C
Compound	9	10	11	12	13	14	15	16
MRP1 act	-1.3	-2.6	-0.2	-0.4	-1.2	-2.6	-1.0	-1.5
E-sel TNF inh	96*	·	1	·	-5	-27	-6	30
HCT116 PTEN-null	105	94	101	105	95	81	105	92
Yeast lifespan up	2	-5	-4	4	-13	-14	-1	-1
Measles CPE	10	17	6	6	1	4	8	9
Phagocyt inh	-2	-8	·	·	-1	0	0	-2
NPY Y2 blocker	4	1	8	1	2	5	8	3
HCT116 bCat-KO	94	97	100	100	91	93	104	95
GALR2 antag	-7	12	-5	10	2	-4	15	-7
Yeast growth inh	-18	-39	-14	-35	-36	-15	-33	-10

# Random excerpt: 5 compounds from above, in no set order.
11	COc1ccc(C(CC(=O)c2ccccc2)C2CCCCC2=O)cc1 (configuration not stated)
6	Cc1cc(C)cc(Nc2ccc(C(=O)O)cc2N)c1
7	Fc1ccccc1CSc1nnnn1-c1ccc2c(c1)OCO2
14	C/C(N)=C(/C#N)C(=O)COC(=O)c1ccc(C)c(S(=O)(=O)N2CCCCC2)c1
15	COCCN(CCOC)S(=O)(=O)c1ccc(C(=O)NCCCN2CCOCC2)cc1
Compound	11	6	7	14	15
MRP1 act	-0.2	-2.3	-0.5	-2.6	-1.0
E-sel TNF inh	1	-17	-6	-27	-6
HCT116 PTEN-null	101	97	81	81	105
Yeast lifespan up	-4	-6	-8	-14	-1
Measles CPE	6	9	20	4	8
Phagocyt inh	·	·	-1	0	0
NPY Y2 blocker	8	1	4	5	8
HCT116 bCat-KO	100	93	85	93	104
GALR2 antag	-5	-5	0	-4	15
Yeast growth inh	-14	-29	4	-15	-33

# Continued.
17	CCCCNC(=O)/C(C#N)=C/c1ccc(-c2ccc(S(=O)(=O)N3CCOCC3)cc2)o1
18	CN(C)c1ccc(/C=N\Nc2nc(-c3ccccc3)cc(=O)[nH]2)cc1
19	OCCN(CCO)Cc1csc2ccccc12
20	Cn1c(=O)c2c(nc(CN3CCC(C(N)=O)CC3)n2Cc2c(Cl)cccc2Cl)n(C)c1=O
21	Cc1cccc(C)c1NC(=O)CN(C)CC(=O)Nc1cc(Cl)ccc1C#N
22	CC(C)c1onc(C(=O)N2CCCCC2)c1[N+](=O)[O-]
23	Cc1cccc(NC(=O)CSc2nnc(CNC(=O)c3ccc(S(=O)(=O)N(C)C)cc3)n2-c2ccc(F)cc2)c1
24	CCn1cc(C2=NC(C(C)C)CO2)c2ccccc21 (configuration not stated)
Compound	17	18	19	20	21	22	23	24
MRP1 act	-1.3	-3.1	1.0	-3.1	-4.2	-2.2	-1.5	-3.0
E-sel TNF inh	·	·	39	·	-17	-5	·	-18
HCT116 PTEN-null	100	79	91	92	93	93	92	101
Yeast lifespan up	4	7	1	0	-3	6	2	-3
Measles CPE	9	8	4	15	4	9	13	11
Phagocyt inh	-3	0	-3	0	-4	-8	-12	0
NPY Y2 blocker	-1	6	0	3	3	3	0	4
HCT116 bCat-KO	92	75	81	94	95	93	93	89
GALR2 antag	2	-7	1	2	15	-6	4	-1
Yeast growth inh	4	-18	-5	-40	-5	-48	-44	-36

25	O=[N+]([O-])c1ccc(N/N=C\c2cccn2-c2ccccc2)nc1
26	Cc1cccc(C)c1OCc1nnc(NC(=O)CSc2ccc(Cl)cc2)s1
27	CC(=O)NNC(=O)c1ccncc1
28	CCCC(C(=O)NCc1ccc(OC)cc1)N(Cc1ccco1)C(=O)c1snc(C(N)=O)c1N (configuration not stated)
29	CCOCCc1nnc(NC(=O)c2cccs2)s1
30	CSc1nsc(SC)c1C(=O)N1CCN(S(=O)(=O)c2ccc(C)cc2)C1C (configuration not stated)
31	Cc1cc(C(=O)OCC(=O)NCc2ccco2)c(C)n1-c1ccccc1
32	C=C(C)COc1ccc(-c2[nH]ncc2-c2ccc(Br)cc2)c(O)c1
Compound	25	26	27	28	29	30	31	32
MRP1 act	2.0	0.8	0.4	-2.1	0.2	-3.9	-1.7	-5.5
E-sel TNF inh	-41	·	2	5	-14	20	-44	3
HCT116 PTEN-null	·	97	95	77	98	55	17	2.2*
Yeast lifespan up	-16	2	·	-6	-14	-25	-18	-7
Measles CPE	32	2	17	15	17	9	5	8
Phagocyt inh	·	-2	·	0	3	·	2	-2
NPY Y2 blocker	3	4	6	2	3	6	6	-2
HCT116 bCat-KO	12	86	95	96	100	56	18	1.8*
GALR2 antag	22	9	-6	-3	-6	6	-1	3
Yeast growth inh	-20	-48	-40	-50	-32	-24	-39	69*

33	COC(=O)[C@@]1(Cc2ccc(F)cc2)[C@@H]2[C@@H](CC(=O)[C@H]2CC(=O)C(=O)N(C)C)CN1C(=O)c1ccccc1
34	Cc1cccc(NC2=CC(=O)OC(C)C2)c1 (configuration not stated)
35	CCOC(=O)N1CCC(=NNC(=O)COc2ccc(C#N)cc2)CC1
36	CCOc1ccc(S(=O)(=O)Nc2cccc(OC)c2)cc1
37	CCn1c(C(C)NC(=O)c2cccs2)n[nH]c1=S (configuration not stated)
38	CN(C)S(=O)(=O)N1CCN(S(=O)(=O)N(C)C)CC1
39	O=C(NCCN1C(=O)C2C3C=CC(C3)C2C1=O)N1CCCCC1 (configuration not stated)
40	COc1ccc(OC)c(C(O)c2coc3ccc(O)c(CN4CCOCC4)c23)c1 (configuration not stated)
Compound	33	34	35	36	37	38	39	40
MRP1 act	-3.3	-0.3	-1.4	-1.5	1.1	-2.1	-1.4	-4.2
E-sel TNF inh	-26	1	7	29	·	-11	·	·
HCT116 PTEN-null	25	99	98	71	86	92	98	100
Yeast lifespan up	-1	-6	-1	13	0	1	-4	-19
Measles CPE	4	22	15	23	29	10	11	3
Phagocyt inh	·	0	-3	·	2	·	0	5
NPY Y2 blocker	3	-2	2	3	22*	-1	4	1
HCT116 bCat-KO	21	94	95	74	85	94	96	92
GALR2 antag	1	-4	1	-2	-9	-6	-9	14
Yeast growth inh	-4	3	-23	-29	5	-13	11	1

41	COc1cc(NS(C)(=O)=O)c(OC)cc1NC(=O)c1cccc(F)c1
42	CCC(CC)C(=O)Nc1cc(OC)c(OC)cc1C(=O)O
43	Cc1nnc(NC(=O)CSc2nnc(CNC(=O)C34CC5CC(CC(C5)C3)C4)n2C2CCCCC2)s1
44	Cc1cccc(OCc2nc(-c3nonc3N)no2)c1C
45	O=C(OCn1nnc2ccccc2c1=O)c1ccc(N2CCOCC2)c([N+](=O)[O-])c1
46	Cc1sc2nc(CSc3cccc(C(F)(F)F)c3)[nH]c(=O)c2c1C
47	COc1ccc(NC(=O)CN2CCC(C)CC2)c([N+](=O)[O-])c1
48	O=C(Nc1ccc2snnc2c1)N1CCN(c2ccccc2)CC1
Compound	41	42	43	44	45	46	47	48
MRP1 act	-0.1	-1.7	-1.5	5.2*	-1.3	0.4	0.7	1.3
E-sel TNF inh	·	24	·	-46	·	-18	11	-4
HCT116 PTEN-null	98	98	95	97	94	86	89	82
Yeast lifespan up	5	-6	-6	-5	7	-2	-5	·
Measles CPE	4	5	13	1	4	13	10	20
Phagocyt inh	-1	2	-1	6	8	-4	0	-1
NPY Y2 blocker	2	2	4	6	7	7	2	2
HCT116 bCat-KO	94	95	102	86	92	89	77	73
GALR2 antag	6	-16	7	0	-1	-3	-1	10
Yeast growth inh	-4	5	-36	-32	-22	-33	-23	-21

49	COc1ccc(NC(=O)Nc2ccccc2C(N)=O)cc1OC
50	O=C(Nc1ccccc1)/C(=C/c1cccnc1)NC(=O)c1ccco1
51	COc1cccc(CNc2nc3ccccc3n2CCN2CCCCC2)c1OC
52	COc1ccc(-n2c(/C=C(\C)O)nc(=O)c3c(C)cc(C)nc32)cc1
53	O=C(NCCc1ccc2c(c1)OCCO2)c1cc2ccccc2o1
54	O=C(CN1CCN(c2ccccc2)CC1)NC(=O)NCc1ccco1
55	Cc1c(Br)c([N+](=O)[O-])nn1CC(=O)Nc1c(C)n(C)n(-c2ccccc2)c1=O
56	Cc1ccccc1Nc1nc2nonc2nc1N1CCOCC1
Compound	49	50	51	52	53	54	55	56
MRP1 act	-0.4	0.0	-5.1	-1.6	-0.3	-1.0	-1.6	-1.0
E-sel TNF inh	-6	·	6	8	-3	4	·	·
HCT116 PTEN-null	104	91	58	109	88	101	97	94
Yeast lifespan up	3	-1	·	2	-20	3	3	-4
Measles CPE	5	31	6	13	3	11	6	14
Phagocyt inh	0	-8	·	1	0	2	-7	-10
NPY Y2 blocker	0	0	25*	3	10	1	0	1
HCT116 bCat-KO	88	88	54	94	85	91	97	96
GALR2 antag	-3	-1	4	-1	5	6	-2	1
Yeast growth inh	-1	-5	-31	-1	-3	-32	-10	-8

57	Cc1nc2ccccc2nc1N1CCOCC1
58	COc1ccc(-c2[nH]n(-c3ccc([N+](=O)[O-])cc3)c(=O)c2C=NCc2ccccc2)cc1
59	Cc1ccc(-c2csc(N/N=C/C=C/c3ccccc3)n2)cc1
60	CCCn1nnc(NCc2ccc(OCc3cccs3)c(OC)c2)n1
Compound	57	58	59	60
MRP1 act	-0.1	-2.8	1.8	-0.6
E-sel TNF inh	-5	-4	16	-12
HCT116 PTEN-null	95	82	95	92
Yeast lifespan up	-13	-1	-24	0
Measles CPE	17	10	7	8
Phagocyt inh	0	-8	·	-1
NPY Y2 blocker	6	0	-1	-1
HCT116 bCat-KO	83	86	91	93
GALR2 antag	-16	19	-14	10
Yeast growth inh	-44	-58	-24	-12
